PI4K2A inh: inhibitors of human PI4K2A. AID 1346378. activity change, negative = inhibition, % at 76.9 µM. purified PI4K2A, ADP-Glo luminescence, 1 h; active compounds read low. Q9BTU6. hit rate 0.13% among 420,000; in the data active means activity change below about -50%;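 further: -100% = wells without enzyme as full effect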
Target sequence (Q9BTU6 whole entry, looked up): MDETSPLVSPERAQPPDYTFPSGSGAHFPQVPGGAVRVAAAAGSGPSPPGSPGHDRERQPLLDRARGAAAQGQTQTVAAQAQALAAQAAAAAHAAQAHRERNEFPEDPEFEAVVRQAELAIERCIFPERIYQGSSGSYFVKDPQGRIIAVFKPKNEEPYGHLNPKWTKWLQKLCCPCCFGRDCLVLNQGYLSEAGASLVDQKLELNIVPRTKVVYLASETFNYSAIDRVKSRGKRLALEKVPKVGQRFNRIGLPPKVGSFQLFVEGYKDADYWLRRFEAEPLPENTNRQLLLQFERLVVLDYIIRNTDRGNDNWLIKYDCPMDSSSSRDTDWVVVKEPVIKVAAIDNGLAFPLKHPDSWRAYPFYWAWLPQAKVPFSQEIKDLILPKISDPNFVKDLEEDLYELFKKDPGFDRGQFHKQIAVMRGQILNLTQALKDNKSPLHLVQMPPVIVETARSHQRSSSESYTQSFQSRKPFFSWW
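ADP-Glo luminescence measured ADP generated by PI4K2A enzyme (4 ug/mL before mixing) with 1.2 mM PI substrate (pre-mix) and 300 microM ATP (pre-mix). Tris pH7.5 buffer with MgCl2, Triton X-100; 1 h reaction at ambient temperature.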
Active calls of the source: *.

Molecule	PI4K2A inh
COc1ccc(S[C@]2(C(=O)N3CCCC3)CC(=O)N(C(=O)/C=C/c3ccccc3)[C@@H]2c2ccc(OC)cc2)cc1	2
O=C(CCc1nc(-c2ccccc2F)no1)NCCc1c[nH]c2ccccc12	1
CCCCNC(=O)c1nc(-c2cc3ccccc3[nH]2)oc1-c1cccc(C(F)(F)F)c1	4
COC(=O)[C@]12C[C@H](CC(=O)N3CCN(C(=O)c4ccco4)CC3)C(=O)N(CCc3ccc(OC)c(OC)c3)C1=C[C@H](C1CCCC1)O[C@@H]2C	1
FC(F)(F)c1ccccc1Cn1ccc2ccc(-c3ccc4ccn(Cc5ccccc5)c4c3)cc21	4
O=C(CSc1nc2ccccc2n1Cc1ccccc1)NN=Cc1c[nH]c2ccccc12	-6
O=C(NCc1ccccc1)C(c1ccncc1)n1c(=O)c(-c2ccccc2)nc2ccccc21 (stereo unspecified)	0
CCN(CC)C(=O)CC[C@H]1CC[C@]2(CCCN(C3CCCCC3)C2)O1	-4
CCn1cc(C(=O)N2CCN(c3ccc(F)cc3)CC2)c(=O)c2ccc(C)nc21	-3
O=C(C(=O)N1CCC(c2ccccc2)CC1)c1cccc([N+](=O)[O-])c1	-5
CC(C)=CCC[C@@](C)(O)[C@H]1CC=C(C)CC1	4
CC1(C(=O)Nc2ccc3c(c2)OCCO3)CSCC(=O)N1CCc1ccccc1F (stereo unspecified)	5
CCn1c(SCC(=O)Nc2cccc3ccccc23)nnc1-c1cccs1	-2
COc1cccc(-c2nnc(SCC(=O)Nc3ccc(Oc4ccccc4)cc3)n2Cc2ccco2)c1	-3
COC(=O)[C@]12CCCCC=C1N(Cc1ccc(OC)cc1)C(=O)[C@@H]2CC(=O)NCCc1ccccc1OC	-5

The list continues:
Molecule	PI4K2A inh
COC(=O)[C@]12CCCCC=C1N(Cc1ccc3c(c1)OCO3)C(=O)[C@H](CC(=O)NCc1cccc3ccccc13)C2	-3
Cc1nc2sc(C(=O)NCc3ccncc3)c(N)c2c(C)c1Cl	4
COc1cccc(N(C)C(=O)[C@@H](C)[C@@H](O)c2ccc(C(C)=O)cc2)c1	-3
CC(C)(C)C(C(=O)NCc1ccccc1)N1CCN(C(=O)C2CCCO2)CC1 (stereo unspecified)	-2
C[C@H]1[C@@H](OC(=O)Nc2ccccc2C(F)(F)F)CC[C@@]23CCCN2C(=O)CCC[C@@H]13	-5
Cc1cccc(C)c1NC(=O)C(c1ccccc1OC(F)(F)F)N1CCC(c2ccccc2)CC1 (stereo unspecified)	-3
Cc1ccccc1C(=O)N1CC/C(=N\OS(=O)(=O)O)c2ccc(Cl)cc21	-2
O=S1(=O)CC2c3ccccc3CN2CN1C1CCCC1 (stereo unspecified)	-8
CC(C)(C)c1ccc(C(=O)Nc2cc(Cl)ccc2-c2nn[nH]n2)cc1	-9
COC(=O)[C@]12C[C@H](CC(=O)NCCCN3CCCC3=O)C(=O)N(Cc3ccc4c(c3)OCO4)C1=C[C@H](C(C)C)O[C@@H]2C1CC1	-8
O=C(N1CCOCC1)N1CC[C@H]2[C@H](CCCN2Cc2cc(F)cc(F)c2)C1	-3
O=C(Nc1ccc(S(=O)(=O)N2CCOCC2)cc1)c1cc(Cl)ccc1NS(=O)(=O)c1ccc(Cl)s1	1
COc1ccc(NC(=O)N[C@H]2C=C[C@@H](CC(=O)NC3CCC3)O[C@@H]2CO)cc1	3
COCCN1C(=O)CN(S(C)(=O)=O)CC1(C)C(=O)NCc1ccccc1 (stereo unspecified)	1
O=C(NCCc1ccccc1F)c1ccc2c(c1)ncn2C1CCCCC1	-2

More compounds:
Molecule	PI4K2A inh
CCCC1CCC2(CCCN2CCOC(=S)Nc2ccccc2OC)CC1 (stereo unspecified)	-7
Cc1ccc(CN2CCCCC(NC(=O)Nc3ccccc3F)C2=O)cc1 (stereo unspecified)	-1
Cc1ccc(S(=O)(=O)NC[C@@H]2C[C@H](c3ccccc3)ON2S(=O)(=O)c2ccc(C)cc2)cc1	1
CCOc1ccc(N(CC(=O)Nc2c(C)n(C)n(-c3ccccc3)c2=O)S(=O)(=O)c2ccc3c(c2)N(C(=O)C2CCC2)CC3)cc1	1
COC(=O)[C@]12C[C@H](CC(=O)N3CCN(C(=O)C4CC4)CC3)C(=O)N(Cc3cccc4ccccc34)C1=C[C@H](C1CCCC1)O[C@@H]2C	-2
O=C(c1ccc2c(c1)OCO2)N1CCC(Oc2cccnc2)CC1	0
COc1ccc(-n2c(COc3ccccc3)nnc2SCC(=O)Nc2ccc3c(c2)OCO3)cc1	7
COc1ccc(CCNC(=O)c2cc3ccccn3n2)cc1	-1
Cc1ccc(Cn2cc(CN3[C@H](c4ccccc4)COc4cc(Br)ccc4S3(=O)=O)nn2)cc1	0
COC(=O)[C@]12CCCCC=C1N(CCc1ccc(OC)c(OC)c1)C(=O)[C@H](CC(=O)NCCCN1CCCC1=O)C2	-3
COc1ccc(C(O)C(O)(C(=O)OC(C)C)c2ccc(C)cc2)cc1 (stereo unspecified)	0
C=CCNC(=O)Nc1ccc2c(c1)[C@]1(CC(=O)N(CC(C)C)C1c1ccccc1)C(=O)N2C (stereo partly specified)	-2
COc1cc(C(=O)C(=O)N2CCC(Cc3ccccc3)CC2)cc2ccccc12	2
C=C(C)C1CC23C(=O)C4(C(=O)c5ccccc5)C[C@@]5(C)CCC(CC2C1(C)C)(C4=O)C35OC (stereo partly specified)	1
O=C1Nc2ccccc2C(=O)N(C2CCCC2)C1C(=O)NC1CC1 (stereo unspecified)	2

Continuation.
Molecule	PI4K2A inh
CN1C(=O)c2cc(NC(=O)C3CC3)ccc2OC[C@H]2O[C@@H](CC(=O)NC3CCC3)CC[C@@H]21	0
COc1ccc([N+](=O)[O-])cc1CN1CCN(c2ncc(Cc3ccccc3)cn2)CC1	-2
CCCCCCCCN1C(=O)[C@H](CC(=O)N2CCOCC2)C[C@@]2(C(=O)OC)CC(C)(C)CC=C12	0
O=C(c1ccoc1)N1CCN(c2cc(-c3ccco3)nc3cc(-c4ccco4)nn23)CC1	-20
O=C1[C@@H](C2CCCCC2)[C@@H]2c3ccccc3C=NN2[C@@H]2c3ccccc3C=NN12	2
CCOC(=O)CC1(CC)Oc2ccccc2N1S(=O)(=O)c1ccc(C)cc1 (stereo unspecified)	-7
Clc1ccc(-c2nnc(SCc3cccc4ccccc34)n2-c2ccc(Cl)cc2)cc1	-1
COC(=O)[C@]12CCCCC=C1N(Cc1ccc3c(c1)OCO3)C(=O)[C@H](CC(=O)NCCc1ccccc1OC)C2	0
Cc1cc(N2CCN(CCO)CC2)n2nc(C)nc2n1	1
C#CCN1CC(N(C)CCOC(=O)c2occ3ccccc23)CS1(=O)=O (stereo unspecified)	-4
CCCCCNC(=O)C(C1CC1)n1c(=O)c(-c2ccco2)nc2ccccc21 (stereo unspecified)	-5
CC(C)NC(=O)N[C@H]1C=C[C@H](CC(=O)NCc2ccc(Oc3ccccc3)cc2)O[C@@H]1CO	-5
CCCCNC(=O)C[C@@H]1C[C@@]2(C(=O)OC)CC(C)(C)CC=C2N(CCc2ccc(OC)c(OC)c2)C1=O	3
C=CCN1[C@@H](Cc2ccccc2)COc2cccc(F)c2S1(=O)=O	1
O=C(CN1CCC(NC(=O)Nc2ccc3c(c2)OCO3)CC1)Nc1ccc2c(c1)OCCO2	-3

The list goes on; it opens with the 2 that closed the last part.
Molecule	PI4K2A inh
C=CCN1[C@@H](Cc2ccccc2)COc2cccc(F)c2S1(=O)=O	1
O=C(CN1CCC(NC(=O)Nc2ccc3c(c2)OCO3)CC1)Nc1ccc2c(c1)OCCO2	-3
O=C(NCc1ccccc1)C(c1ccc(-c2ccccc2)cc1)N1CCN(C(=O)C2CCCO2)CC1 (stereo unspecified)	-1
Cc1ccc(-c2cc(C(=O)NN=Cc3sccc3C)[nH]n2)cc1C	1
C[C@H]1[C@@H](OC(=O)N2CCOCC2)CC[C@@]23CCCN2C(=O)CCC[C@@H]13	3
O=C(c1ccc(F)cc1F)N(Cc1ccccn1)CC1CCCO1 (stereo unspecified)	7
CNc1ccccc1/C(O)=C(\C#N)C(=O)NCc1cccs1	-3
CCOC(=O)[C@@]12CN(C(=O)OC(C)(C)C)CC=C1N(Cc1ccc(OC)cc1)C(=O)[C@H]2CC(=O)NCc1ccc(OC)c(OC)c1	2
O=C(CN1CCN(c2nc(-c3ccccc3)cs2)CC1)Nc1ccc(Cl)cc1	0
C/C(C=NNC(=O)CSc1nc2ccccc2n1C)=C\c1ccccc1	-7
Cc1oc(-c2ccccc2)nc1CCC(=O)c1ccc(CC2SC(=O)NC2=O)cc1 (stereo unspecified)	0
CC(C)C(=O)OCCCN1CCC2(CCC(c3ccccc3)CC2)C1=O (stereo unspecified)	0
Cc1cc(=O)[nH]c(SCC(=O)Nc2ccc(Cl)cc2)n1	1
C[C@H](C(=O)N(C)c1ccccc1)[C@@H](O)c1ccc2ccccc2c1	3
O=C(O)COc1ccccc1C=NNC(=O)Cc1cc(=O)[nH][nH]1	-14
O=C(Nc1ccccc1)Nc1nc2ncccn2c1-c1ccc(F)c(F)c1	-4
COc1ccc([C@H]2OC(=O)C[C@H]2C(=O)N2CCCC2)cc1OC	3

Quoted at random: 5 records from the list.
Molecule	PI4K2A inh
C=CCN1[C@@H](Cc2ccccc2)COc2cccc(F)c2S1(=O)=O	1
COc1ccc(S[C@]2(C(=O)N3CCCC3)CC(=O)N(C(=O)/C=C/c3ccccc3)[C@@H]2c2ccc(OC)cc2)cc1	2
O=C(NCCc1ccccc1F)c1ccc2c(c1)ncn2C1CCCCC1	-2
COC(=O)[C@]12CCCCC=C1N(Cc1ccc3c(c1)OCO3)C(=O)[C@H](CC(=O)NCc1cccc3ccccc13)C2	-3
COC(=O)[C@]12CCCCC=C1N(Cc1ccc3c(c1)OCO3)C(=O)[C@H](CC(=O)NCCc1ccccc1OC)C2	0

Next part.
Molecule	PI4K2A inh
COC(=O)[C@]12C[C@H](CC(=O)NCc3cccc(C(F)(F)F)c3)C(=O)N(CCC3=CCCCC3)C1=C[C@H](C1CCCC1)O[C@@H]2C	-6
CCOc1ccc(N(CC(=O)Nc2c(C)n(C)n(-c3ccccc3)c2=O)S(=O)(=O)c2cc(OC)ccc2OC)cc1	3
CCN(CC)C(=O)CC[C@@H]1CC[C@]2(CCCN(C(=O)c3ccco3)C2)O1	-3
Cc1sccc1Br	2
CCOC(=O)N1CCN(C(=O)C[C@H]2C[C@@]3(C(=O)OC)C(=C[C@H](C(C)C)O[C@@H]3C3CC3)N(CCc3ccc(OC)c(OC)c3)C2=O)CC1	-1
O=C(Nc1ccc2ccccc2c1)C(c1ccc(C(F)(F)F)cc1)n1c(=O)c(-c2cc3ccccc3[nH]2)nc2ccccc21 (stereo unspecified)	-1
CCC(C)N(C(=O)CNc1nnnn1-c1ccccc1)C(C)CC (stereo unspecified)	-3
O=C(CN1CCc2onc(-c3cccc(-n4cc(CO)nn4)c3)c2C1=O)N1CCOCC1	-1
O=C(O)Cn1c(=O)n(Cc2ccc(Br)cc2F)c(=O)c2ccc(Cl)cc21	0
Cc1ccc(-c2nc3ncccn3c2NC(=O)c2cccc(C)c2)cc1	2
CCCCCCCCCc1conc1C(=O)CP(=O)(OC)OC	4
CCOC(=O)[C@@]12CCC3=C1N(CCC3)C(=O)[C@H](CC(=O)NCCC(C)C)C2	-1
COC(=O)[C@@]12C[C@@H](CC(=O)NCCc3ccccc3OC)C(=O)N(CCc3ccc(OC)c(OC)c3)C1=CCC(C)(C)C2	-4
Cc1cc2c(cc1C)-n1nnnc1C(N1CCN(C(=O)OCc3ccccc3)CC1)C(=O)N2 (stereo unspecified)	0
CC(C)NC(=O)Cn1c(-c2cncs2)nc2ccccc21	-2

(cont.)
Molecule	PI4K2A inh
CCCCN1C(=O)N2CCc3ccccc3C2CS1(=O)=O (stereo unspecified)	2
COC(=O)C[C@H]1C=C[C@@H](NC(=O)Nc2c(C)noc2C)[C@@H](CO)O1	-3
CC(C)CNC(=O)OCc1cn(Cc2ccccc2F)nn1	-2
O=C(NCc1ccc(F)c(F)c1)C1CCC(CNS(=O)(=O)c2cccc3cccnc23)CC1 (stereo unspecified)	-2
Cc1ccc(NC(=O)[C@@H]2CCCN2S(=O)(=O)c2cccc3cccnc23)c(C)c1	-2
COC(=O)C[C@@H]1CC[C@H]2[C@@H](COc3ccc(NC(=O)Nc4ccccc4Cl)cc3C(=O)N2C)O1	-3
COCCCNC(=O)CSc1nnc(-c2cccnc2)n1C1CCCCC1	33
O=C(C1CC1)C1(C(=O)N2CCOCC2)CC(c2ccccn2)=NO1 (stereo unspecified)	-4
CCn1c2ccccc2c2cc(NC(=O)COC(=O)c3ccc(F)cc3F)ccc21	-2
COc1ccc(-c2cc(-c3nnc(SCC(=O)Nc4ccc(OCc5ccccc5)cc4)n3N)[nH]n2)cc1	10
O=C1C2C(CC3c4ccccc4CCN32)CN1c1ccccc1 (stereo unspecified)	4
Cc1ccccc1CN1CCCCC(NC(=O)c2ccc(COc3ccccc3)cc2)C1=O (stereo unspecified)	-4
COC(=O)[C@]12CCCCC=C1N(CCc1ccc(OC)c(OC)c1)C(=O)[C@H](CC(=O)N1CCCC1)C2	-3
CCOC(=O)[C@@]12CN(C(=O)OC(C)(C)C)CC=C1N(Cc1ccc(OC)cc1)C(=O)[C@H]2CC(=O)NCCc1ccccc1OC	2
CCOC(=O)C1(Cc2ccccc2)CCN(Cc2ccccc2[N+](=O)[O-])CC1	-7
CC(C)CNC(=O)OCc1cn(Cc2cccc(F)c2)nn1	-3
COC(=O)[C@]12CCCCC=C1N(Cc1ccc(OC)cc1)C(=O)[C@@H]2CC(=O)NCC1CCCCC1	3
CCOC(=O)CC[C@H]1CC[C@]2(CCCN(C(=O)c3ccccc3)C2)O1	-1

These rows are one share of the data, so the mix of outcomes need not match the whole.
